GDH-TPI inh: GDH-TPI coupled enzyme inhibition counter-screen; GDH-TPI coupled enzyme counterscreen, NADH absorbance; inhibition, % at 4.8 µM; hit rate 1.2% among 360,000; AID 588335; in the data active means inhibition above about 30%;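 further: 0% = DMSO wells and 100% = wells lacking the enzyme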
UGM FP inh: inhibitors of M. tuberculosis UDP-galactopyranose mutase | P9WIQ1 | purified UGM, fluorescence polarization probe displacement | inhibition, % at 10 µM | hit rate 0.06% among 320,000; in the data active means inhibition above about 10%, passing the limit was not always enough
Target sequence (P9WIQ1 whole entry, looked up): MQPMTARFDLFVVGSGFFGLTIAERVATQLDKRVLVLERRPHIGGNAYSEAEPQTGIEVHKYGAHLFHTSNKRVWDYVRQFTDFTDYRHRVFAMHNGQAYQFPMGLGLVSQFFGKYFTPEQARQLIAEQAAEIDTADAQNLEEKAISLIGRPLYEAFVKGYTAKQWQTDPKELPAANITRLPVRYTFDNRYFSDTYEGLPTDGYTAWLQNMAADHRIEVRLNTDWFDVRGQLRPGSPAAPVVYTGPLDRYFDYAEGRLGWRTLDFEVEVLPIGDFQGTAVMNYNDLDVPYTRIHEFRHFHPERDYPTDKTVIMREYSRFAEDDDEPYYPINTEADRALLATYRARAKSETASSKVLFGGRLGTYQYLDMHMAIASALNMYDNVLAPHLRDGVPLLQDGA
Yp Topo-I inh: inhibitors of Yersinia pestis topoisomerase I; Y. pestis Topo-I cleavage product accumulation, plate reader; activity, % at 10 µM; hit rate 0.064% among 360,000; in the data active means activity above about 50%, passing the limit was not always enough; further: inactives centre near 2
TcdB inh: TcdB glycohydrolase inhibition. inhibition, % at 9.99 µM. hit rate 0.24% among 350,000. P18177. TcdB glycohydrolase enzymatic assay, plate reader; in the data active means inhibition above about 10%
BH1578 lux ind: inducers of Vibrio cholerae quorum light production without autoinducers; hit rate 0.16% among 350,000; activation, % at 18.7 µM; AID 588436; V. cholerae BH1578 lux reporter, luminescence, 6 h; in the data active means activation mostly above about 9.7%, no sharp cut-off; further: not every result past the cut was called active; inactives centre near 0; reference of the scale not given here
FBA Mtb inh: Mtb fructose-bisphosphate aldolase inhibition; purified M. tuberculosis FBA, fluorescence read-out; inhibition, % at 1 µM; hit rate 2.3% among 360,000; AID 588726; in the data active means inhibition above about 27%;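 further: 0% = vehicle and 100% = reference inhibitor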
Target sequence (P9WQA3 whole entry, looked up): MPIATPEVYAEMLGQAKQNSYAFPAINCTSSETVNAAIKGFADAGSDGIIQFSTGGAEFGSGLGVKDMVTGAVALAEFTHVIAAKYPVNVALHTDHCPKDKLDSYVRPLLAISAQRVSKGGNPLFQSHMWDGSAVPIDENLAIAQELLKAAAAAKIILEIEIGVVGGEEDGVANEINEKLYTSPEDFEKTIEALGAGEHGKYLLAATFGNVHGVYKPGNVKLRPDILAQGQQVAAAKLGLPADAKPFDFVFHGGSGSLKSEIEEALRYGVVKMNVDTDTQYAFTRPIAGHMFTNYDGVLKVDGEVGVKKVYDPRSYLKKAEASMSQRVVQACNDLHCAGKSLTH
Mtb BioA inh: inhibitors of Mycobacterium tuberculosis BioA enzyme; hit rate 0.096% among 360,000; purified M. tuberculosis BioA enzyme, plate reader; inhibition, % at 9.99 µM; AID 602481; in the data active means inhibition above about 40%
FadD28 FP inh: blocks FadD28 binding to the bisubstrate probe; fluorescence polarization; inhibition, % at 12.5 µM; hit rate 0.22% among 360,000; AID 588549; in the data active means inhibition above about 8.5%, passing the limit was not always enough
PfHsp40 rescue: restores yeast growth despite PfHsp40 toxicity; growth rescue, % at 12.5 µM; AID 504582; hit rate 0.68% among 340,000; S. cerevisiae expressing PfHsp40, growth rescue, ATP luminescence; in the data active means growth rescue above about 28%, passing the limit was not always enough;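 further: yeast W303a lacking pdr1 and pdr3 grown in galactose medium; growth measured after three days at 30 °C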
Starred values were filed as active, the others as inactive; i = inactive; · = not tested or not shown.

| item | SMILES | FadD28 FP inh | BH1578 lux ind | UGM FP inh | TcdB inh | FBA Mtb inh | GDH-TPI inh | Yp Topo-I inh | PfHsp40 rescue | Mtb BioA inh |
| --- | --- | --- | --- | --- | --- | --- | --- | --- | --- | --- |
| 1 | CC(=Nc1ccc(Br)cc1)c1sc2ccccc2c1O | -0.6 | -1.1 | 1.3 | 0.2 | -4 | 19 | 10 | 0.4 | 0.9 |
| 2 | CCOc1ccc2[nH]c(=O)c(CN(CC3CCCN3CC)C(=O)NCc3ccccc3)cc2c1 (stereo not drawn) | -4.2 | 5.0 | 0.9 | · | 7 | 12 | 9 | -1.8 | 0.7 |
| 3 | CC(C)OC(=O)CSc1nnc(SCc2cccc3ccccc23)s1 | -1.3 | 29* | -2.5 | · | 3 | 0 | 7 | 2.4 | -3.5 |
| 4 | Fc1cccc(Cl)c1/C=C/c1cnc2ccccc2n1 | 0.7 | i | 0.7 | 0.6 | 6 | 11 | -12 | -1.0 | · |
| 5 | CC(=O)OC[C@@H]1CN(Cc2ccccc2)C[C@H](n2cnc3c(N(C)C(C)C)ncnc32)O1 | -3.9 | -0.3 | · | -1.7 | 0 | -8 | 18 | · | -0.4 |
| 6 | CC1CC(=O)Nc2ccccc2N1C(=O)COc1ccccc1C(N)=O (stereo not drawn) | -3.7 | -5.6 | · | -0.2 | -2 | -7 | -3 | · | -1.0 |
| 7 | CN(Cc1nc2ccccc2c(=O)[nH]1)C(=O)c1cc2c(s1)CCCCC2 | -1.8 | -1.1 | -0.6 | 1.7 | 2 | 7 | 1 | 0.3 | -1.0 |
| 8 | CCOC(=O)NC(=O)CSc1nc2ccc(C)cc2[nH]1 | -1.6 | -0.8 | 1.4 | 0.8 | 7 | 11 | 14 | -0.1 | · |
| 9 | CCN1CCN(Cc2ccc(NC(=O)c3ccc(C)c(NC(=O)c4ccc5n[nH]nc5c4)c3)cc2C(F)(F)F)CC1 | -4.5 | -0.5 | -2.5 | -2.3 | 2 | 8 | -5 | 0.4 | 6.8 |
| 10 | ClC(=C\c1ccccc1)/C=N/N1CCN(c2ccccn2)CC1 | -0.2 | i | -1.5 | · | 5 | 0 | 21 | -0.8 | -1.0 |
| 11 | Cc1cccc(Nc2nnc(C)c(=O)n2N)c1 | -0.5 | 0.0 | 1.9 | 1.2 | -2 | 10 | 5 | 0.7 | -0.5 |
| 12 | C[C@]12c3[nH]c4ccccc4c3CCN1C(=O)C(CC(=O)NCC13CC4CC(CC(C4)C1)C3)C[C@@H]2C(=O)N1CCCCC1 (stereo partly drawn) | -1.6 | -1.5 | -1.1 | 2.0 | 2 | -3 | 26 | 2.3 | -1.2 |
| 13 | COc1ccccc1Cn1c(/C=C/c2ccccc2)nc2ccccc21 | -9.0 | -0.2 | · | · | 65* | 14 | 28 | -0.4 | · |
| 14 | Cc1cnc(C(=O)OC(C)C(=O)Nc2ccc(Oc3ccccc3)cc2)cn1 (stereo not drawn) | -3.9 | -0.7 | -1.2 | -1.7 | -4 | 2 | 7 | -0.2 | -0.4 |
| 15 | CC(=O)c1cccc(NC(=O)c2ccc(NC(=O)CC3SC(N4CCCCC4)=NC3=O)cc2)c1 (stereo not drawn) | -5.0 | -0.5 | -3.4 | 1.2 | -3 | -1 | 9 | 0.4 | 0.8 |
| 16 | COCCn1cnc2cc(C)c(C)cc21 | -4.0 | i | -0.2 | · | 0 | -5 | 3 | -0.8 | 0.9 |
| 17 | CCCCn1c(Cc2ccccc2)n[nH]c1=S | 0.5 | -0.4 | 0.3 | · | 0 | 2 | 6 | -0.2 | 0.4 |
| 18 | COC(=O)[C@H](Cc1ccccc1)NC(=O)N1CCN(Cc2ccccc2)CC1 | -0.1 | -0.4 | 0.7 | · | 1 | -2 | 8 | 0.4 | 2.0 |
| 19 | CCN(CC)c1ccc(CN2CC=C(c3ccc(F)cc3)CC2)cc1 | -1.9 | -0.1 | -1.9 | · | -3 | -4 | -5 | 0.3 | -1.8 |
| 20 | CC(C)(C)NC(=O)CN(CCN1CCOCC1)C(=O)CNS(=O)(=O)c1ccccc1 | -2.3 | -0.3 | 1.5 | 1.1 | -2 | 10 | 0 | -0.8 | 0.1 |
| 21 | O=C(CN1C(=O)NC2(CCCCCC2)C1=O)N1CCN(c2ccc(F)cc2)CC1 | -1.1 | 1.1 | -1.6 | 1.3 | 0 | -5 | 2 | -1.1 | 0.0 |
| 22 | O=C(NCCC1=CCCCC1)C1CC(=O)N(C2CCCCCC2)C1 (stereo not drawn) | 0.6 | -6.2 | 0.7 | 1.4 | -1 | -1 | 10 | 1.2 | 3.2 |
| 23 | Cc1ccc(C(=O)C[n+]2cccc(C(N)=O)c2)cc1 | 0.9 | i | 0.7 | -0.7 | 1 | -1 | 5 | -0.2 | 0.2 |
| 24 | O=C(Nc1cccc2ccccc12)N1CCOCC1 | -2.1 | -0.3 | 2.4 | · | 45* | -2 | -1 | -0.1 | -2.0 |
| 25 | CCC1CCCCN1Cc1nc2c(c(=O)n(C)c(=O)n2C)n1CC(C)C (stereo not drawn) | -3.3 | i | -1.6 | 2.3 | -1 | 2 | -2 | 0.7 | -0.2 |
| 26 | Cc1ccc(CC(=O)NCC(c2ccco2)N(C)C)cc1C (stereo not drawn) | -1.4 | 0.0 | 0.4 | 1.0 | -1 | 7 | -13 | 0.0 | · |
| 27 | CCc1c(O)nc(SC2CC(=O)N(c3ccccc3)C2=O)[nH]c1=O (stereo not drawn) | 0.8 | -12 | -0.2 | · | 0 | 18 | 3 | -0.2 | -0.9 |
| 28 | Cc1cc(NC(=O)Cn2nc(C)c([N+](=O)[O-])c2C)no1 | -3.9 | i | 1.9 | 0.5 | -1 | -4 | -9 | 1.7 | 0.8 |
| 29 | Cc1ccccc1NC(=O)c1cc2ccccn2n1 | 0.2 | -0.4 | 2.8 | 0.8 | -1 | 9 | -1 | -0.8 | 1.0 |
| 30 | N#C/C(=C(/O)CCCl)c1ccccn1 | -1.2 | -12 | 0.3 | · | 59* | 5 | -3 | 1.4 | -3.2 |
| 31 | COc1cc(C(=O)/C=C/Nc2ccc(NC(C)=O)cc2)cc(OC)c1OC | 0.2 | -0.4 | 3.3 | · | -3 | 15 | -2 | 0.0 | · |
| 32 | CC1=NCCN1S(=O)(=O)c1cc(Cl)ccc1Cl | -0.7 | 0.4 | -0.8 | · | -4 | 5 | -1 | -1.7 | 0.6 |
| 33 | CCN(CC)CCCN(Cc1cc2cc3c(cc2[nH]c1=O)OCO3)C(=S)NCCCN(C)C | -0.4 | i | -1.2 | 0.7 | 20 | 22 | -6 | 0.5 | -0.1 |
| 34 | COc1ccc(C)cc1-n1cnnn1 | -0.9 | 0.9 | -1.2 | 1.5 | 6 | 7 | 3 | 0.7 | · |
| 35 | O=C(CCc1nc(-c2ccc(F)cc2)no1)Nc1cccc(C(=O)NC2CC2)c1 | -5.1 | i | 3.0 | 0.9 | -3 | 11 | -8 | -0.7 | -0.7 |
| 36 | O=C(CCCn1c(=S)[nH]c2ccccc2c1=O)NCCSCc1ccccc1 | -1.5 | -0.4 | -1.8 | 0.2 | 0 | 11 | 33 | -0.1 | -1.0 |
| 37 | COc1ccc(C(=O)NNC(=O)c2ccc(S(=O)(=O)N3CC(C)OC(C)C3)cc2)cc1 (stereo not drawn) | 0.4 | -0.2 | 4.6 | 1.8 | -1 | 3 | -5 | 17 | · |
| 38 | CCCCOC(=O)Nc1ccc(C(=O)OCCC)cc1 | -0.6 | -6.2 | 0.4 | · | -1 | 2 | 26 | -0.5 | -13 |
| 39 | COc1ccc(NC(=O)Nc2cccs2)cc1Cl | -2.2 | 0.8 | -4.6 | 0.1 | -1 | 4 | -13 | -0.9 | · |
| 40 | CCNC(=S)N(CCc1c(C)[nH]c2ccccc12)Cc1cccnc1 | -1.0 | 1.4 | -3.1 | 0.8 | -1 | -5 | 7 | -0.6 | -0.6 |
| 41 | CCN1C(=O)/C(=C/N2CCc3ccccc32)SC1=S | -0.7 | -1.2 | 0.6 | · | 3 | 9 | 4 | -2.0 | -1.0 |
| 42 | CCOC(=O)c1sc(NC(=O)c2ccc(S(=O)(=O)N3CCOCC3)cc2)cc1C | -1.1 | -0.5 | -3.1 | · | -1 | 11 | 11 | -0.5 | · |
| 43 | CC(C)CCOc1ccc(C(=O)NCCC(=O)N2CCOCC2)cc1 | -0.1 | 2.6 | -0.6 | 0.5 | -1 | 4 | 0 | 0.3 | -1.6 |
| 44 | C=C1CCN([C@@H](C)C(=O)OCc2cccc(C)c2)S(=O)(=O)c2ccccc21 | -3.9 | -8.3 | -0.7 | 0.2 | 1 | 1 | 40 | 0.2 | -0.3 |
| 45 | COc1ccc(/C=N/NC(=O)c2ccc(Cl)cc2)cc1COC(C)=O | -2.3 | -0.2 | 0.6 | · | -1 | 18 | 6 | 3.1 | -1.0 |
| 46 | COCCNc1nc(Oc2cccc(NC(C)=O)c2)c2sc(-c3ccccc3)cc2n1 | 0.8 | 0.2 | · | 1.6 | 0 | 4 | 4 | · | 0.0 |
| 47 | CCOC(=O)c1ccc2[nH]c3c(c2c1)CCCC3NC=O (stereo not drawn) | -0.6 | -0.3 | -2.5 | 0.7 | 3 | 5 | 3 | 0.4 | -0.3 |
| 48 | Cc1cnc(C(=O)OCC(=O)c2csc(N3CCCCC3)n2)cn1 | -4.0 | 3.0 | 1.5 | · | -2 | 20 | -5 | -0.4 | 1.5 |
| 49 | COc1ccc(OC)c(-c2cc(C(=O)NCCCn3ccnc3)no2)c1 | -1.9 | i | -0.7 | · | 1 | 11 | 14 | 0.0 | · |
| 50 | CC1=CC(=O)N(c2cccc3c(N4C(=O)C=C(C)C4=O)cccc23)C1=O | -1.8 | i | · | 1.2 | -1 | 12 | -11 | -0.8 | -1.1 |
| 51 | O=C1NCC(O)=C1C=NCCO | -0.1 | i | -1.6 | · | 5 | 8 | -4 | 5.5 | -1.9 |
| 52 | CCOC(=O)c1ccc(CN2C(=O)c3ccccc3S2(=O)=O)cc1 | -0.4 | -0.4 | 1.0 | 0.4 | 4 | -7 | -5 | -0.2 | -2.1 |
| 53 | CSc1nsc(N/N=C/c2ccc3c(c2)OCO3)c1C#N | 0.5 | -0.7 | 4.2 | 1.3 | -1 | 13 | -8 | -0.7 | · |
| 54 | CCCCNc1nc(-c2ccccc2)c(C(=O)OCC)cc1C#N | -0.4 | 0.7 | 0.7 | · | 13 | 10 | -8 | 5.3 | -0.4 |
| 55 | CCOC(=O)C1C(C)=C(Nc2ccc(OC)cc2)C(=O)N1c1ccc(OC)cc1 (stereo not drawn) | 0.4 | 3.6 | 0.8 | · | 1 | 1 | 0 | -0.6 | · |
| 56 | N/C(Cc1ccc(Cl)c(Cl)c1)=N\OC(=O)c1ccc(Br)o1 | -4.3 | -0.4 | -0.7 | -0.2 | 2 | 7 | 8 | 0.4 | · |
| 57 | C=CCn1c(SC(C)CC)nc(O)cc1=O (stereo not drawn) | -0.9 | -1.4 | 0.2 | · | 2 | -3 | 1 | 1.5 | · |
| 58 | O=C(NC1CCN(S(=O)(=O)c2ccc(F)cc2)CC1)C1CCCCC1 | -1.4 | -0.3 | 2.3 | 1.5 | 0 | -6 | 4 | 0.2 | -1.0 |
| 59 | CC1=C(C(=O)Nc2cc(C)ccn2)C(c2ccc(C)cc2)C2=C(CCCC2=O)N1 (stereo not drawn) | -2.2 | 5.0 | -2.1 | · | 25 | 13 | -2 | 0.7 | -0.1 |
| 60 | Oc1nc(-c2ccc(Br)cc2)n2ccncc12 | -4.4 | -0.3 | -0.1 | -3.9 | -3 | 4 | -2 | 15 | 7.8 |
| 61 | O=C1CN2CCC1C/C2=C\c1ccnc2c(Cl)cccc12 (stereo not drawn) | -1.7 | -0.7 | 0.2 | 2.0 | 2 | 2 | 5 | 0.8 | -1.0 |
| 62 | CCOc1ccc(S(=O)(=O)Nc2cccc(C(=O)N3CCN(c4cccc(OC)c4)CC3)c2)cc1 | -3.9 | i | -0.4 | 1.1 | -1 | -4 | 20 | 0.2 | -2.1 |

High-throughput results deposited in PubChem BioAssay by several laboratories.

Not a hit list (roughly 4.6% active in at least one column).
